# Assay outcomes: PubChem, several laboratories
# Calpain2 inh = inhibitors of pig calpain II, primary screen, biochemical, fluorogenic peptide substrate, 1536-well; actives 0.37% (n = 220,000); inhibition, % at 16 µM; purified calpain II, 30 min; AID 1236, 2008;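 active = inhibition above about 50%, limit read from the data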
# EBV gp42 inh = Epstein-Barr virus gp42 inhibitors, primary screen, biochemical, uHTS, fluorescence polarization. AID 1085, 2008. inhibition, % (tested at 21.74 µM). actives 0.42% (n = 220,000). Glycoprotein 42 (Epstein-Barr virus (strain AG876)), Q1HVG2. Fluorescence polarization binding assay, mP read-out; in the data active = inhibition above about 50%
# Target sequence (Q1HVG2 whole entry, looked up): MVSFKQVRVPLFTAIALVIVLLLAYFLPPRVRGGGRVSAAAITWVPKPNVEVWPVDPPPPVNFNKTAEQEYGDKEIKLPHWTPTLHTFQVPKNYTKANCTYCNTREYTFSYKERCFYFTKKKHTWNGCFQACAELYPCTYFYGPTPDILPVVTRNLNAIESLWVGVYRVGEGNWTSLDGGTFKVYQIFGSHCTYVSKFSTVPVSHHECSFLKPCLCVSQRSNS
# p97 inhibitor = inhibitors of human p97 ATPase, primary screen, biochemical. Transitional endoplasmic reticulum ATPase (Homo sapiens), P55072. recombinant p97 ATPase, Kinase-Glo ATP luminescence, 3 h. inhibition, % at 8 µM. actives 0.42% (n = 220,000); in the data active = inhibition above about 15%;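 also: 0% = DMSO vehicle and 100% = wells lacking enzyme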
# Furin inh = human furin inhibitors, primary screen, biochemical, fluorescence intensity | AID 463115, 2010 | actives 0.061% (n = 220,000) | inhibition, % at 30 µM | purified furin, fluorogenic substrate cleavage | P09958; in the data active = inhibition above about 25%; also: inactives centre near -15
# Runt-SMMHC FRET = inhibitors of RUNX1 Runt–CBFb-SMMHC binding, primary screen, biochemical, FRET, Cerulean-Runt, Venus-CBFb-SMMHC, uHTS. Runt-related transcription factor 1 (Homo sapiens) + Core-binding factor subunit beta …. Cerulean-Runt/Venus-CBFb-SMMHC FRET ratio 530/480, 1 h. actives 0.74% (n = 220,000). inhibition, % at 20 µM. AID 1434, 2008;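 active = mean inhibition across duplicate retests at 20 µM reaching about 50%, limit read from the data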;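 also: 0% = DMSO wells and 100% = wells with excess untagged CBFb-SMMHC; inhibitors lower the FRET ratio by blocking Runt binding to CBFb-SMMHC; some results filed as inactive read as strong as hits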
# Target sequence (Q01196 whole entry, looked up): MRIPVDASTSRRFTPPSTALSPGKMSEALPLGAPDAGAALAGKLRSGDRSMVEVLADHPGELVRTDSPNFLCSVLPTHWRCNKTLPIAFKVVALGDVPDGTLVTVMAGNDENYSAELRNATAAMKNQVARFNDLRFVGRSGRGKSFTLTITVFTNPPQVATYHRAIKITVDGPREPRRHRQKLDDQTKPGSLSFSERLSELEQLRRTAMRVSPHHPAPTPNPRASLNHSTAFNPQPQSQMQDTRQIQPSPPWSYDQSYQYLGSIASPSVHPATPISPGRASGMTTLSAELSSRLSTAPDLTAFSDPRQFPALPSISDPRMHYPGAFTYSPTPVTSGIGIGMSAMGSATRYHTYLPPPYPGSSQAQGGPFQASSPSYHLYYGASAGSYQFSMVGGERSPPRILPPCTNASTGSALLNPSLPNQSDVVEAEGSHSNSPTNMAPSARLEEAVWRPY
# Target sequence (Q13951 whole entry, looked up): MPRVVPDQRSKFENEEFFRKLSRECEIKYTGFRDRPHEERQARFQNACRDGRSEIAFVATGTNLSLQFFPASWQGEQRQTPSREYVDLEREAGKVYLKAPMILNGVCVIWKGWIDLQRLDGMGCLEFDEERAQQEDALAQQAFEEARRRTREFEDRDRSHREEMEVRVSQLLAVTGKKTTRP
# NCF1 inh = p47phox/p22phox peptide binding inhibitors, primary screen, biochemical, uHTS, NADPH oxidase regulatory subunit | Neutrophil cytosol factor 1 (Homo sapiens), P14598 | fluorescence polarization, 2 h | inhibition, % at 24.7 µM | actives 0.53% (n = 220,000);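 active = inhibition above about 30%, limit read from the data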;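 also: 0% = p47phox with labelled peptide and 100% = labelled peptide alone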
# RBBP9 inh = human RBBP9 inhibitors, primary screen, biochemical, fluorescence polarization, FP-Rh probe, HTS | inhibition, % at 7.94 µM | Serine hydrolase RBBP9 (Homo sapiens), O75884 | recombinant RBBP9 | actives 0.2% (n = 220,000);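 active = inhibition above the campaign mean of all tested compounds plus 3 SD, cut at about 14% in these data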;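 also: plate controls were DMSO wells with RBBP9 for no effect and wells lacking RBBP9 protein for full effect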
# Target sequence (O75884 whole entry, looked up): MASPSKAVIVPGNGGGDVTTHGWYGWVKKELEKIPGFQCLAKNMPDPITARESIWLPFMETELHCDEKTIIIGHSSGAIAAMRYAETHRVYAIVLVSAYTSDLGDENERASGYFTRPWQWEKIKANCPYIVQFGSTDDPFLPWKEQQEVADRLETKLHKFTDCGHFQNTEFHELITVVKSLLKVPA
#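 System: RBBP9 protein / Quantity: 2.5 µM RBBP9 dispensing solution, before mixing / Also added: Serine-hydrolase probe FP-Rh, 375 nM pre-mixing / Dosing: 7.94 µM single dose, 0.794% DMSO / Timing: enzyme-compound preincubation 30 min, then probe labeling 45 min, 25 °C / Signal: FP readout at 525/598 nm / Controls: DMSO-treated enzyme wells and wells lacking RBBP9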
# TbHK1 inh = Trypanosoma brucei hexokinase 1 inhibitors, primary screen, biochemical, G6PDH-coupled NADH absorbance, MLSCN library; AID 1430, 2008; actives 0.11% (n = 220,000); inhibition, % at 10 µM; recombinant TbHK1, G6PDH-coupled NADH A340;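 active = inhibition of 50% or more in the single-dose primary screen; inactive = inhibition below 50%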
# Runt-CBFb FRET = inhibitors of RUNX1 Runt–CBFb binding, primary screen, biochemical, FRET, Cerulean-Runt, Venus-CBFb, uHTS; Runt-related transcription factor 1 (Homo sapiens) + Core-binding factor subunit beta …; Cerulean-Runt/Venus-CBFb FRET ratio 530/480, 1 h; inhibition, % at 20 µM; actives 0.46% (n = 220,000);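 active = inhibition over about 50% at 20 µM in the single-dose screen, limit read from the data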;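 also: 0% = DMSO wells and 100% = excess unlabeled CBFb competitor control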
#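 System: Cerulean-labeled Runt domain protein | Quantity: 100 nM of each labeled protein | Schedule: 1 h compound exposure, room temperature | Detection: Fluorescence energy transfer, 422 nm excitation, 530/480 nm emission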
# Starred values were filed as active, the others as inactive; i = inactive; · = not tested or not shown; [ ] = another dose, or the depositor's remark. No enrichment for hits (roughly 2.7% active in at least one column).
SMILES,Calpain2 inh,EBV gp42 inh,p97 inhibitor,Furin inh,Runt-SMMHC FRET,NCF1 inh,RBBP9 inh,TbHK1 inh,Runt-CBFb FRET
COc1cccc(-c2nn(C)c3sc(C(=O)N4CCOCC4)cc23)c1,-22,1,3,-2,-5,-9,-5,-13,2
O=C(CCC(=O)OCc1ccc(C(=O)Oc2ccc(Cl)cc2)cc1)Nc1ccccc1,28,-1,-5,-15,-3,-4,-5,-2,-1
CS/C(=N\S(=O)(=O)c1cccs1)Nc1ccc(Br)cc1F,20,-11,-1,-18,-2,-36,-4,2,-1
O=C(CCN1C(=O)C2C3C=CC(C3)C2C1=O)Nc1ccccc1 (stereo not given),8,-7,0,-27,-5,-2,-8,-3,-1
CCOC(=O)CSc1n[nH]c(NS(=O)(=O)c2ccccc2C(F)(F)F)n1,-17,-8,1,-20,-4,-19,-9,10,-1
COc1ccc2[nH]c(C)c(C(=O)CN3CC(C)OC(C)C3)c2c1 (stereo not given),-6,-18,1,-22,-3,-8,0,-3,-4
Cc1ccccc1OCCC(=O)OCC(=O)Nc1ccc(C(N)=O)cc1,20,-17,7,-3,-4,24,1,-13,2
COC(=O)CSC1=C(C#N)C(c2cccc(OC)c2)CC(=O)N1 (stereo not given),11,0,3,-16,2,5,-7,-14,1
COc1ccc(C(=O)CSc2nnc(COc3ccccc3)n2Cc2ccco2)cc1,-27,-9,1,-3,-3,-24,-4,3,4
Cc1ccc(S(=O)(=O)NCCN2CCOCC2)c(C)c1C,20,-16,-5,-18,3,0,-1,3,0
CCOc1ccccc1OCC(=O)NNC(=O)Cn1cnc2c1c(=O)n(C)c(=O)n2C,-20,-8,4,-32,1,2,4,-1,1
Cc1ccc(NS(=O)(=O)c2cccc(C(=O)O)c2)cc1S(=O)(=O)N1CCCCC1,-17,-20,3,-10,0,4,-8,39,0
COc1cccc2cc(C(C)N(CCCN3CCOCC3)C(=O)Nc3ccccc3)oc12 (stereo not given),-8,6,1,-20,-1,-9,-7,3,1
CCCCCCn1nc(C(=O)OCC(=O)c2c(N)n(C)c(=O)n(C)c2=O)c2ccccc2c1=O,23,-12,5,-20,-8,-11,0,-2,-9
COc1ccc(S(=O)(=O)N(C)C2CCN(C)CC2)cc1,2,-9,-7,0,-1,0,-6,0,2
CN(C)/C=C/C(=O)c1ccc(Br)s1,34,-5,-1,-1,0,-2,-6,-23,1
COC(=O)C(C)Oc1cc(OC(C)C(=O)OC)c2c(C)c(Cl)c(=O)oc2c1 (stereo not given),i,-17,-1,-147,-2,-6,3,-19,-8
O=C(COC(=O)c1cnc(Cl)c(Cl)c1)NCc1ccc2c(c1)OCO2,-15,-8,4,-31,0,-8,-5,1,-1
CCOC(=O)c1oc2cc(C)cc(O)c2c(=O)c1-c1csc(C)n1,5,-10,3,-20[20 µM],1,-7,-7,-8,-1
O=Cc1ccc(-c2cc(Cl)ccc2Cl)[nH]1,42,-3,4,-6,-2,-7,5,-14,1
Nc1ccc2ncccc2c1,-21,-6,1,-20,-3,-6,-8,-18,4
O=C(CN1CCOCC1)Nc1c(-c2ccccc2)c2cc(Br)ccc2[nH]c1=O,4,-10,-2,-21[20 µM],2,-4,-6,-16,1
Cc1c(C(=O)NCCCN2CCOCC2)oc2ccc(S(=O)(=O)N3CCOCC3)cc12,7,2,-2,-15,2,0,-9,1,3
CN(C)S(=O)(=O)c1ccc(S(=O)(=O)N2CCN(CCC#N)CC2)cc1,-7,-18,-2,-21,2,0,-8,2,2
O=C(Nc1ccc(CN2CCOCC2)cc1)c1ccc(-c2ccc(Br)cc2)o1,-40,-9,-3,-25[20 µM],2,-43,-11,-30,-1
O=C(N/N=C/C(Cl)=C\c1ccccc1)c1cccs1,2,0,3,-15,2,-6,-16,-36,-2
O=C(Nc1cccc2nsnc12)c1ccc(-c2cccc(Cl)c2)o1,-73,-53,18*,5,-10,-64,-8,6,25
CCN1CCN(S(=O)(=O)c2ccc(S(=O)(=O)NCC3CCCO3)cc2)CC1 (stereo not given),-10,-3,0,-23,0,-26,-8,-6,0
CCN1CCN(CC(=O)Nc2ccc3c(c2)OCO3)C(=O)C1=O,1,-7,-3,-17,-5,-4,-7,-16,·
CCN(CC(=O)Nc1ccc(N2CCOCC2)cc1)CC(=O)NC(C)(C)C,-20,-3,-1,-35,3,·,7,-8,-2
CC1CCCC(NC(=O)c2ccc3c(c2)N(Cc2ccccc2)C(=O)CS3=O)C1C (stereo not given),7,-4,5,-23,0,-7,-6,-8,-3
CC1(/[N+]([O-])=C/c2ccccc2F)CCCCC1=O (stereo not given),-21,-9,4,-23,3,-14,-7,2,2
CCOC(=O)c1sc(N2N=C(C)/C(=C\c3ccc(OCC(=O)OC)cc3)C2=O)nc1C,-35,-4,1,-16,-5,-18,-7,-18,-2
Cc1nc(C(F)(F)F)c(C(=O)N/N=C(\N)c2ccccn2)s1,-23,-13,4,-16,1,0,0,-7,-1
CO/N=C/NC(=O)NOCc1c(Cl)cccc1Cl,-8,-7,5,-26[20 µM],3,-8,-3,-3,1
COc1ccnc(N=CNOCc2cccc(C(F)(F)F)c2)c1C#N,-3,-4,-1,-18,-4,-9,-14,1,-2
Cc1ccc(N=c2sc(C)c(C)n2C)cc1,0,-10,-2,-22,-3,4,-3,-4,-4
CC(=O)n1c2ccccc2c2ccccc21,15,-13,5,-22[20 µM],1,-10,-3,-1,-1
Cc1cccc(C(=O)Nc2cc(=O)n(C)c(=O)n2C)c1,-1,8,4,-19,3,-12,-9,7,2
CCCn1nnnc1NCc1c(Cl)cccc1Cl,-28,-21,4,-41,-5,-6,-3,-1,-2
O=C(O)C1CCC(=O)N(C2CC2)C1c1ccccc1 (stereo not given),9,-12,2,-3[20 µM],-1,-6,-5,-3,0
c1ccn(-c2ccc(N3CCOCC3)cc2)c1,0,-8,-1,-8[20 µM],3,-5,6,-1,7
C=CCc1c(C)nc(-c2ccccc2)nc1N/N=C/c1ccncc1,-2,6,-4,-8,-1,-8,2,-28,-2
COc1ccc(NC(=O)C2CCC(CNc3c(N4CCOCC4)c(=O)c3=O)CC2)cc1Cl (stereo not given),13,-17,4,-25,0,-8,-8,-10,1
O=C(Nc1ccccc1C(=O)N1CCOCC1)C1CC(=O)N(C2CCCC2)C1 (stereo not given),-13,-20,-4,-22[20 µM],-6,-1,-8,2,-1
Cc1csc2nc(CNC(=O)CCC(=O)O)cn12,-42,-4,2,-27,1,-8,-6,2,0
COc1cc(C(c2c(C)[nH][nH]c2=O)c2c(C)[nH][nH]c2=O)cc(OC)c1OC,22,-5,-4,2,-2,0,7,2,0
Cc1ccc2n(n1)c(=O)c(Cc1ccccc1)c([O-])[n+]2-c1ccccc1,3,10,-3,-3,-31,4,-10,2,-8
COc1ccc(OC)c(/C=N/NC(=O)CCCC(=O)Nc2cccc(Br)c2)c1,i,-24,1,-15[20 µM],-7,-5,5,-5,-2
Cc1cccc2cc(CN(Cc3nnnn3C3CCCCC3)C3CCCC3)c3nnnn3c12,-8,-4,-4,-20[20 µM],-5,-10,-7,-4,-1
CCOC(=O)C1=C(C)N(C)C(=O)C1CC(=O)O (stereo not given),-5,-27,2,-15,4,-13,7,1,0
COc1ccc(CN(C)CC(=O)Nc2ccc(SC(F)F)cc2)cc1OC,-17,5,0,-15,-2,-4,-7,-3,0
O=C1C(=O)N(CCO)C(c2ccccc2)/C1=C(\O)c1ccccc1 (stereo not given),-4,-8,-3,-23,-5,-1,-7,-21,2
CCCc1cc(C(=O)N2CCCC(C(=O)c3cccc4ccccc34)C2)n(C)n1 (stereo not given),-1,-12,-5,-15,-2,-6,-2,-4,-6
COc1cc(OC)cc(C(=O)N[C@H](C(=O)OCn2nnc3ccccc3c2=O)C(C)C)c1,21,-7,1,-30,-2,-9,7,-3,-1
Cc1ccc(N2CCN(C(=S)c3ccc(-c4ccccc4[N+](=O)[O-])o3)CC2)cc1,-3,-11,6,3,1,-2,0,-14,39
CCCN(CC(=O)Nc1ccc(Cl)cc1Cl)C(=O)/C=C/c1ccco1,2,-3,-3,-19,-1,-2,-6,-12,-2
CCOc1ccc(OCc2ccc(C(=O)N3CCc4ccccc4C3)o2)cc1,28,-20,0,-15[20 µM],-4,-2,-3,6,-4
C/C(O)=C(/C#N)c1nc2ccccc2[nH]1,-11,-26,9,-27,1,-17,-3,0,1
Cc1ccc(C(=O)N/N=C/c2ccc(S(=O)(=O)O)o2)c(Cl)c1,20,-7,-1,-19[20 µM],-1,-10,-6,-9,0

# Record cards, as listed above. Values in the order: Calpain2 inh | EBV gp42 inh | p97 inhibitor | Furin inh | Runt-SMMHC FRET | NCF1 inh | RBBP9 inh | TbHK1 inh | Runt-CBFb FRET
# Profile of CCCc1cc(C(=O)N2CCCC(C(=O)c3cccc4ccccc34)C2)n(C)n1 (stereo not given) : -1 | -12 | -5 | -15 | -2 | -6 | -2 | -4 | -6
# Profile of COc1ccc(CN(C)CC(=O)Nc2ccc(SC(F)F)cc2)cc1OC : -17 | 5 | 0 | -15 | -2 | -4 | -7 | -3 | 0

# The list goes on.
SMILES,Calpain2 inh,EBV gp42 inh,p97 inhibitor,Furin inh,Runt-SMMHC FRET,NCF1 inh,RBBP9 inh,TbHK1 inh,Runt-CBFb FRET
CCNc1ccc(C2(O)C(=O)c3ccccc3C2=O)cc1,12,-1,0,-16,-2,-2,-8,-20,0
Cc1cc(C)n(/N=C/c2cc([N+](=O)[O-])ccc2O)c(=O)c1,-12,0,2,-19,-25,5,-6,-31,0
Cc1cc(O)cc2c1C(c1ccc(F)cc1)CC1(CC(C)(C)NC(=S)N1)O2 (stereo not given),-11,-19,3,-19,2,-7,-4,-6,7
CCc1nnc(NC(=O)CSc2nc3cc4c(cc3cc2C)OCCO4)s1,42,-13,-1,-14[20 µM],-17,-11,-10,-2,-8
COc1ccc(CNC(=O)c2cc(-c3cc(C)cc(C)c3O)n[nH]2)cc1,-30,5,6,-8,1,-15,-16,-3,0

# Six of the entries above in order of their number in RBBP9 inh, low to high.
mol	RBBP9 inh
CCc1nnc(NC(=O)CSc2nc3cc4c(cc3cc2C)OCCO4)s1	-10
Cc1c(C(=O)NCCCN2CCOCC2)oc2ccc(S(=O)(=O)N3CCOCC3)cc12	-9
Nc1ccc2ncccc2c1	-8
O=C(CN1CCOCC1)Nc1c(-c2ccccc2)c2cc(Br)ccc2[nH]c1=O	-6
CO/N=C/NC(=O)NOCc1c(Cl)cccc1Cl	-3
Cc1ccc(S(=O)(=O)NCCN2CCOCC2)c(C)c1C	-1
